Vif-APOBEC3F blk: blocks the Vif interaction with APOBEC3F. Potency, µM (top dose mostly 46.1 µM), for the others: at the top dose activity, negative = active. HeLa A3F-eYFP + Vif (tagged APOBEC3F with the HIV-1 protein that degrades it), YFP fluorescence increase. AID 602313. 390,000 compounds, 0.2% hits; also: potency is read from the fitted curve at half-maximal effect; % of control where 0% means no effect; nearly all actives have a fitted effect of over 65% in size
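HeLa cells stably expressing Vif plus C-terminally eYFP-tagged A3F were seeded, incubated overnight at 37 deg C, dosed with compound, incubated overnight again at 37 deg C. Yellow fluorescence (Ex 488/Em 500-530) reported blocked Vif-mediated A3F-eYFP degradation.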
Vif-APOBEC3G blk: Vif-A3G binding inhibition; Q9HC16; HeLa A3G-eYFP + Vif (tagged APOBEC3G with the HIV-1 protein that degrades it), YFP fluorescence, overnight; Potency, µM (highest dose often 46.1 µM), without a hit: at the highest dose activity, negative = active, usual class: inhibitors; 410,000 compounds, 0.076% hits;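 also: potency is read from the fitted curve at half-maximal effect; % is scaled to controls: 0 for no effect and ±100 for the full control effect; nearly all actives have a fitted effect of over 60% in size; hits raise eYFP signal because A3G escapes Vif-driven loss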
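Read-out is eYFP fluorescence (Ex 488/Em 500-530) from Vif-expressing HeLa A3G-eYFP cells; more signal means A3G escaped Vif-mediated degradation. Cells plated overnight, compound pinned in, incubated overnight at 37 deg C.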
LDHA inh: LDHA (human) enzyme inhibition | purified LDHA, NADH/diaphorase-resazurin fluorescence; active compounds read low | P00338 | activity change, % (values are at about 110 or 230 µM) | 480,000 compounds, 0.15% hits; in the data active = activity change below about -30%; inconclusive = mostly about -25% to -30%;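 also: plate controls were DMSO wells for no effect and wells without enzyme for full effect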
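LDH5 2 nM; NADH 0.06 mM, pyruvate 0.2 mM; 200 mM Tris pH 7.4, EDTA, Tween-20; 5 min RT. Detection: diaphorase 0.133 mg/mL + resazurin 37 µM, fluorescence ex540/em590 at 0 and 20 min; normalized to enzyme-free and DMSO wells.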
D2 antagonist: antagonists of human D2 dopamine receptor; P14416; inhibition, % at 10 µM; HEK293 TREx D2 cells, calcium flux, dopamine EC80; 340,000 compounds, 2% hits; in the data active = inhibition above about 30%; also: 0% is about no effect
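Calcium flux kinetic readout in an inducible HEK293 TREx D2 line plated overnight at 30 C. After 180 s compound exposure, an EC80 dopamine challenge follows with another 180 s kinetic read to detect antagonism.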
ERG-DNA inh: blocks human ERG Ets domain binding to DNA | Potency, µM (titrated, usually from 76.9 µM), inactives show at the highest dose FP activity, negative = inhibition, hits mostly inhibitors | fluorescence polarization, His-ERG Ets domain / labelled DNA | 370,000 compounds, 0.028% hits | P11308; active = well fitted inhibition curve with a large enough effect in the polarisation, with a control signal flat; inconclusive = small, poorly fitted or top-dose-only effect, or effect the other way, or a change in a side signal; inactive = no such curve, though single readings can be large or run the other way; the % refers to the polarisation;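 also: polarization taken with two DNA probes labelled with fluorescein and Texas red; potency is read from the fitted curve at half-maximal effect; % of control where 0% means no effect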
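His-tagged ERG Ets domain (1 uM in the protein solution; 300mM KCl, 50mM Tris-HCl, 1mM EDTA, 1mM DTT, pH 7.5) received compound, then a probe mix of 5 nM fluorescein-DNA and 100nM Texas-615-DNA. Fluorescence polarization was read for both dyes.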
12-LOX inh: inhibitors of human 12S-lipoxygenase ALOX12; P18054; purified 12hLO, xylenol orange hydroperoxide absorbance; Potency, µM (series often up to 108 µM), for the others: top-dose activity change, negative = inhibition, most hits filed as inhibitors; 580,000 compounds, 1.1% hits; AID 1671190; also: potency is read from the fitted curve at half-maximal effect; % is scaled to controls: 0 for no effect and ±100 for the full control effect
Target sequence (P18054 whole entry, looked up): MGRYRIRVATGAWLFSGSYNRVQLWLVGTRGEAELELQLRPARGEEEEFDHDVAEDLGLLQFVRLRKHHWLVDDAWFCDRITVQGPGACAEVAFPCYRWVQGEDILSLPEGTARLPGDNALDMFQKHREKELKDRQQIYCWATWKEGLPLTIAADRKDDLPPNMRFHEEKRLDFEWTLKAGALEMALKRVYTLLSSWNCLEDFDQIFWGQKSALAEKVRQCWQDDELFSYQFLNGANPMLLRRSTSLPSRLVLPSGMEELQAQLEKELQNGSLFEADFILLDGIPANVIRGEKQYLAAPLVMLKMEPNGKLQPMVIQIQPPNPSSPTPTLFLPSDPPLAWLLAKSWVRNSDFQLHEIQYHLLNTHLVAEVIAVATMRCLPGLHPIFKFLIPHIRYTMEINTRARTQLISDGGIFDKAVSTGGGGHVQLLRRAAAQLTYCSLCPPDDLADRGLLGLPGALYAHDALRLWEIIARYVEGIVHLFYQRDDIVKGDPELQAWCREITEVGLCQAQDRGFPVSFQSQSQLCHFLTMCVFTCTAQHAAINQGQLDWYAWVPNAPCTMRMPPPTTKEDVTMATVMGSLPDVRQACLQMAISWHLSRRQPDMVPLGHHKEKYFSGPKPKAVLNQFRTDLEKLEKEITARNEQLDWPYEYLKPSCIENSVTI
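Purified human 12hLO at 150 nM in 25 mM Hepes, 0.01% Triton X-100, pH 7.0, preincubated 15 min at room temperature with compound. Reaction started with 40 uM arachidonic acid, 30 min at room temperature. Hydroperoxide measured by Fe-xylenol orange, 573/405 nm absorbance ratio.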
D2 ag: activates the human D2 dopamine receptor; activation, % at 2 µM; HEK293 T-REx D2 cells, calcium flux agonist mode; 340,000 compounds, 0.53% hits; AID 485358;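 active = activation over 3 SD above normal in the single-dose calcium agonist read, cut at about 30% in these data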; also: 0% is about no effect
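Agonism is scored from calcium flux in a force-coupled, inducible HEK293 cell line expressing D2, read kinetically for 180 s after compound addition against dopamine controls.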
Glioma ERSR ind: ER stress response induction in glioma | U87-MG GRP78 promoter luciferase reporter, 16 h | 420,000 compounds, 0.02% hits | Potency, µM, inactives show at the highest dose activation, usual class: activators; also: potency is read from the fitted curve at half-maximal effect; series mostly up to about 76 µM; % of control where 0% means no effect; nearly all actives have a fitted effect of over 35% in size
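Stably transfected U87-MG human glioma cells carrying a GRP78-based luminescent sensor were seeded at 1000 cells/well, pin-dosed with compounds and incubated 16 h. Luciferase reagent was then added, and end-point luminescence was read after 10 min at room temperature.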
RGS4 inh: human RGS4 inhibition. P49798. Transcreener GDP fluorescence polarization, RGS4-accelerated GTP hydrolysis. Potency, µM (series often up to 114 µM), for the others: at the highest dose activity change, negative = inhibition, usual class: inhibitors. 390,000 compounds, 0.039% hits. AID 504845; also: potency is read from the fitted curve at half-maximal effect; % is scaled to controls: 0 for no effect and ±100 for the full control effect; nearly all actives have a fitted effect of over 75% in size; some results filed as inactive show a strong effect at the top dose
Target sequence (P49798 whole entry, looked up): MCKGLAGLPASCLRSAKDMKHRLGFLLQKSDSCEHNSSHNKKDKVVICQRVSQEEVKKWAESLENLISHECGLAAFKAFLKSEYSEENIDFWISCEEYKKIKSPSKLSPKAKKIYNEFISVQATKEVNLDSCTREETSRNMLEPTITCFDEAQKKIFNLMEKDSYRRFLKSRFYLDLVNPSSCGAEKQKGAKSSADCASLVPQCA
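MLSMR compounds (23 nl, pin-transferred) preincubated 10 min at room temperature with a 500nM (2x) first reagent, then RGS4 at 900nM (2x) plus Transcreener GDP mix added; fluorescence polarization (620/688 nm) read before and after 90 min at 30 °C.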
Numbers without * were called inactive; i = inactive; ? = inconclusive; / = not tested or not shown; [ ] = remark or other dose. Unless noted, calls follow the shape of the dose curve; as a rule, active = well fitted curve in the direction sought with a large enough effect; inconclusive = small, poorly fitted or top-dose-only effect, or another doubt; inactive = no such curve, though single readings can be large; an effect the other way counts as inactive or inconclusive. Some of the compounds tested, so the mix of outcomes need not match the whole.

SMILES	Vif-APOBEC3F blk	Vif-APOBEC3G blk	LDHA inh	D2 antagonist	ERG-DNA inh	12-LOX inh	D2 ag	Glioma ERSR ind	RGS4 inh
CCn1c(C(=O)N2CCCC(C(=O)N3CCN(c4cc(C)ccc4C)CC3)C2)cc2sccc21 (stereo not given)	?	?	0	/	1%	-16%	0.2	-3%	27%
O=C(CCCN1CCC(c2ccccc2)C1)c1ccc2c(c1)OCCO2 (stereo not given)	0%	2%	1	79*	/	-28%	2.7	1%	-5%
Cc1cccc(N2CCN(C(=O)c3cnn(-c4ccc(F)cc4F)c3C3CCN(C(=O)OC(C)(C)C)CC3)CC2)c1C	-1%	0%	3	/	2%	-22%	1.2	-3%	-1%
CCOC(CNC(=O)CCc1c(C)nc2nc(C)nn2c1C)OCC	-6%	-1%	-18	1	10%	-8%	1.6	-9%	24%[56.9 µM]
CC1(C)CC(=O)C(CC(=O)NC(=O)NCc2ccccc2)=C(O)C1	4%	-8%	4	6	-3%	0%	1.9	-5%	6%
Cc1[nH]c(=O)[nH]c(=O)c1S(=O)(=O)N1c2ccc(F)cc2CCC1C (stereo not given)	-5%	-4%	-6	/	-7%	?	/	-2%	-6%
COc1ccc(NC(=O)CC2C(=O)N(c3cccc(OC)c3)C(=O)N2Cc2ccco2)cc1 (stereo not given)	0%	3%	2	8	5%	29%	0.0	-1%	13%
COCCn1c(SCC(=O)N2CCC(C)CC2)nc2c(c1=O)SCC2	0%	2%	-8	-5	2%	-2%	-1.1	-7%	-12%
S=C(NCc1ccco1)NC1CCCc2ccccc21 (stereo not given)	-7%	-4%	-15	5	-2%	?	-0.2	-1%	-35%
CCCN(CCC)S(=O)(=O)c1ccc(C(=O)Nc2nc(-c3ccccc3)c(C(=O)OCC)s2)cc1	6%	-3%	-6	1	-2%	-1%	1.3	-5%	18%
CCN(c1ccccc1)S(=O)(=O)c1ccc(C(=O)Nc2cccc(C)n2)cc1	-3%	1%	-3	-31	-14%	-14%	0.3	1%	13%
O=C(O)c1cn(Cc2ccccc2)nc1-c1cccnc1	-1%	-2%	-10	18	-8%	0%	2.9	-4%	20%
CC(C)Cn1cc(C(=O)NCCCN2CCC(C)CC2)c2c3ccccc3n(C)c2c1=O	-6%	-1%	0	/	-8%	11%	/	-2%	-11%
O=C1/C(=C/c2cccc(F)c2)CSc2sccc21	-6%	-10%	-5	11	3%	110%[activator]	0.3	1%	-15%
CC(C)c1ccc(S(=O)(=O)N2CCN(C(=O)c3ccncc3)CC2)cc1	-7%	0%	-4	22	-3%	6%	0.6	-5%	-19%
Cc1c(C2C(C#N)=C(N)N(c3ccccc3C#N)C3=C2C(=O)CCC3)cnn1C (stereo not given)	10%	1%	2	-16	-7%	-2%	-0.3	-9%	9%
CCCN(CCC)CCNC(=O)C1CCCN(S(=O)(=O)c2cccc3nsnc23)C1 (stereo not given)	-7%	4%	0	/	4%	?	10	-2%	-12%
CCC(=O)Nc1ccc(N2CCOCC2)c(S(=O)(=O)Nc2ccc(OC)cc2)c1	0%	1%	-2	16	-5%	2%	-0.5	0%	-19%
O=C(CCC1(C(=O)O)CCC(=O)NC1)NCc1ccccc1 (stereo not given)	0%	-2%	1	-4	/	3%	0.1	-3%	18%
COc1ccc2c(-c3ccc(OCCN4CCCCC4)cc3)c(-c3ccccc3OC)sc2c1	-1%	-13%	-2	/	-9%	/	/	-4%	2%
CC(=O)c1ccc(NC(=O)c2nc(-c3ccccc3)n(-c3ccc(C)cc3)n2)cc1	-7%	3%	-4	/	-1%	-19%	-1.8	0%	-3%
Cc1ccc(S(=O)(=O)Nc2cc(C)cn(Cc3ccc(F)cc3)c2=O)cc1	-9%	2%	33	-2	21%	-6%	-0.1	-1%	?
Cc1ccc2c(c1)NC(=O)C(CC(=O)NCCCN1CCCCC1C)O2 (stereo not given)	1%	0%	-4	-21	-2%	367%[activator]	18	-3%	7%
COc1ccc(/C(N)=N/OC(=O)CCC2CCCC2)cc1	-6%	0%	-2	-2	-3%	i	-1.2	6%	2%
COc1ccc2nc(SCC(=O)NCc3ccc4c(c3)OCO4)[nH]c2c1	-1%	3%	-2	4	8%	-17%	0.1	-3%	8%
CC(=O)NCCC(=O)Nc1ccc(F)cc1C	6%	0%	-3	10	6%	71%[activator]	-0.1	-5%	7%
CCc1ccccc1NC(=O)Cn1ccn(-c2cc(C)cc(C)c2)c(=O)c1=O	1%	3%	-7	/	-19%	-24%	-1.1	-2%	0%
CCOc1ccc(N2C(=O)C(CC(=O)Nc3ccc(F)cc3)N(Cc3ccccn3)C2=S)cc1 (stereo not given)	-5%	-3%	0	2	5%	-2%	-0.5	-2%	6%
COc1ccc(CCNc2nc(-c3ccco3)cc(C(F)(F)F)n2)cc1OC	-5%	3%	-2	-1	11%	-22%	1.2	-4%	-6%
CSc1nsc(NC(=O)Cc2ccccc2)n1	-2%	-3%	-7	9	/	-6%	1.2	6%	17%
COc1cccc(C(C[N+](=O)[O-])c2c(C)[nH]n(-c3ccccc3)c2=O)c1 (stereo not given)	-8%	?	5	19	2%	3%	1.4	-6%	?
Cc1ccc(NC(=O)C2CCC(CNS(=O)(=O)c3ccc4c(c3)C(C)(C)C(=O)N4C)CC2)cc1 (stereo not given)	4%	-2%	-10	/	1%	-5%	/	-3%	-22%
Cc1cc(/C=C2\C(=N)N3N=C(S(C)(=O)=O)SC3=NC2=O)c(C)n1Cc1ccccc1	-18%	-4%	-12	-1	-7%	?	-0.5	1%	-9%
Cc1ccc(C(=O)NCC(=O)N/N=C/c2cccs2)cc1C	10%	-7%	-10	4	-5%	0%	1.5	-2%	-4%
CCOC(=O)Cc1csc(N/N=C\c2cccc(Br)c2)n1	-3%	0%	-1	-10	1%	-14%	-0.3	-9%	?
COc1cccc(/C=N/NC(=O)c2[nH]nc3c2CCc2ccccc2-3)c1O	25µM*	8.9µM*	-79*	15	6%	/	-1.6	-2%	-46%
CC(=O)Nc1cccc(-c2cc(NC(C)=O)c3ncc(-c4ccc(C(C)=O)cc4)n3c2)c1	/	-6%	-1	/	/	3%	/	-2%	/
CC(C)CN(Cc1c(O)ccc2c3c(c(=O)oc12)CCC3)CC(C)C	-2%	1%	-3	-7	/	-16%	1.1	-5%	-5%
COc1cccc(-c2cnc(C(O)c3c(C)cccc3C)[nH]2)c1 (stereo not given)	/	-3%	-1	/	/	8%	/	0%	/
C=C(C)c1cccc(C(C)(C)NC(=O)N2CCC(C)CC2)c1	1%	2%	-3	/	-5%	0%	/	-4%	13%
C[C@]12C(=O)N(c3ccc(C(F)(F)F)cc3)C(=O)N1[C@@H]1c3ccccc3OC[C@@H]1[C@H]2c1ccccc1	-5%	-1%	-2	-5	7%	2%	1.4	-2%	17%
c1csc(C(c2nnnn2C2CCCCC2)N2CCN(c3nc4ccccc4s3)CC2)c1 (stereo not given)	?	-1%	2	-15	-3%	-1%	0.5	1%	-27%
COc1ccc(C)cc1S(=O)(=O)N1CCCC(C(=O)NCC2CCCO2)C1 (stereo not given)	1%	1%	-17	-8	/	-11%	-0.1	-3%	24%
COCc1cc(C)nc2sc(C(=O)N3CCN(c4ccccc4)CC3)c(N)c12	-2%	0%	-8	-23	3%	-5%	-2.1	-2%	-12%
Cc1ccc(S(=O)(=O)N(C)C[C@H]2Oc3cc(C#CC4CCCC4)ccc3S(=O)(=O)N([C@H](C)CO)C[C@H]2C)cc1	0%	4%	4	/	/	0%	/	-6%	/
CC(C)N(C(=O)CSc1nnc(-c2cc3ccccc3cc2O)n1Cc1ccco1)C(C)C	4%	5%	8	-8	0%	-7%	-0.6	-2%	-52%
Cn1cnnc1SCC(=O)NCCc1ccc(Cl)cc1Cl	-3%	0%	-1	-7	6%	0%	0.1	-3%	-8%
O=C(c1cccn2c(=O)c3cc(Cl)ccc3nc12)N1CCOCC1	-6%	2%	-3	-1	0%	-10%	0.0	-2%	10%
CN(C)NC(=S)NC1(C)CCS(=O)(=O)C1 (stereo not given)	10%	0%	-3	5	-1%	3%	-0.7	-7%	2%
COc1ccc(CCNC(=O)C2CCCN2C(=O)Nc2ccc(C)cc2)cc1OC (stereo not given)	0%	-8%	-12	13	-4%	228%[activator]	-0.6	-1%	18%
CCN(CC)S(=O)(=O)c1ccc(N2CC(C(=O)NCc3ccc4c(c3)OCO4)CC2=O)cc1 (stereo not given)	-9%	0%	-2	-7	2%	28%	0.4	-2%	14%
O=S(=O)(NCCc1ccccc1)c1cccc(S(=O)(=O)N2CCOCC2)c1	2%	-1%	2	-6	3%	0%	0.1	-5%	36%
Cc1ccc(N2CC(C(=O)N3CCN(Cc4ccc5c(c4)OCO5)CC3)CC2=O)cc1 (stereo not given)	0%	-1%	6	-16	-4%	-15%	1.2	-2%	-19%

Screens from PubChem BioAssay.
